# DT40 TDP1 no CPT = qHTS for Inhibitors of human tyrosyl-DNA phosphodiesterase 1 (TDP1): qHTS in cells in absence of CPT | Potency, µM (titrated, usually from 46.2 µM), without a hit: at the top dose activity change, negative = growth inhibition, actives largely listed as inhibitors | DT40 Tdp1-/- hTDP1 cells, no CPT, ATP luminescence, 48 h | hit rate 15% among 420,000; also: nearly all actives have a fitted effect of over 55% in size
#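 Growth kinetics read by CellTiter-Glo luminescence after ≥48 hr at 37 °C. Cells: DT40 Tdp1-/- stably carrying human TDP1, 400 per well, compound exposure in the absence of CPT (DMSO vehicle).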
# TDP1 cell CPT = qHTS for Inhibitors of human tyrosyl-DNA phosphodiesterase 1 (TDP1): qHTS in cells in presence of CPT; Potency, µM (titrated, usually from 46.2 µM), inactives show at the highest dose activity change, negative = growth inhibition, actives largely listed as inhibitors; AID 686979, 2013; chicken DT40 Tdp1-/-;hTDP1 cells + 20 nM CPT, ATP luminescence, 48 h; hit rate 12% among 420,000; also: nearly all actives have a fitted effect of over 55% in size
#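 Chicken DT40 Tdp1-/- cells complemented with human TDP1, 400 cells/well, exposed to compounds plus 20 nM camptothecin for at least 48 h at 37 C; viability read as ATP content by CellTiter-Glo luminescence.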
# TDP1 block = qHTS Assay for Inhibitors of Tyrosyl-DNA Phosphodiesterase (TDP1); Tyrosyl-DNA phosphodiesterase 1 (Homo sapiens), Q9NUW8; recombinant TDP1, AlphaScreen DNA substrate cleavage; Potency, µM (series often up to 130 µM), for the others: at the highest dose activity change, negative = inhibition, most hits filed as inhibitors; hit rate 0.28% among 350,000; also: nearly all actives have a fitted effect of over 40% in size
# Target sequence (Q9NUW8 whole entry, looked up): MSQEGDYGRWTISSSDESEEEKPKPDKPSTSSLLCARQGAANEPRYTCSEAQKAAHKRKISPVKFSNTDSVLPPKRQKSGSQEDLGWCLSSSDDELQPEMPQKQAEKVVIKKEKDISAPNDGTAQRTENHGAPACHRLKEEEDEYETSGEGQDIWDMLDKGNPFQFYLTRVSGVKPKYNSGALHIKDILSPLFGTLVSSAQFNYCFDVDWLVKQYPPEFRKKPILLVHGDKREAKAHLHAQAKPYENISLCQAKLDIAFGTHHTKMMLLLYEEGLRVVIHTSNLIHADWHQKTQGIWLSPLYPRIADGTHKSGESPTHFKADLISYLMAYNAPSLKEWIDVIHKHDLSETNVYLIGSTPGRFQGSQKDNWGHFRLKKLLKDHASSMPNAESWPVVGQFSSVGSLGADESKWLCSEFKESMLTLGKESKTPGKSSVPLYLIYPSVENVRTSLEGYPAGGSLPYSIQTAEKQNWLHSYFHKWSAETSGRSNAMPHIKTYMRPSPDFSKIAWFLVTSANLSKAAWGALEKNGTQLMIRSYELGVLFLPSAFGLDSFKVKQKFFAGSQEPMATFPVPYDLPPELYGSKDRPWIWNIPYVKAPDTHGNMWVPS
#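 E. coli-derived human Tdp1, 1 nM final. Cpd preinc 15 min RT; substrate 15 nM final, 5 min RT; AS bead mix 10 ug/ml final, 10 min RT. Signal loss = tyrosine-FITC cleavage. No-enzyme wells = max signal.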
# * marks the source's active call; other numbers are inactive results; ? = inconclusive; . = no result given; & = joins results of further samples; [ ] = another dose, or the depositor's remark. Calls follow the shape of the dose curve; as a rule, active = well fitted curve in the direction sought with a large enough effect; inconclusive = small, poorly fitted or top-dose-only effect, or another doubt; inactive = no such curve, though single readings can be large; an effect the other way counts as inactive or inconclusive. % is scaled to controls: 0 for no effect and ±100 for the full control effect; potency is read from the fitted curve at half-maximal effect.
canonical_smiles,DT40 TDP1 no CPT,TDP1 cell CPT,TDP1 block
COC(=O)c1sccc1NC(=O)Cc1ccc(OC)cc1,?,?,-4%
O=C(NC1CCCCCC1)c1ccco1,-20%,7%,5%
O=S(=O)(NCCC1=CCCCC1)c1ccccc1Br,-24%,?,-1%
CC(c1ccco1)N(C(=O)c1ccc(S(=O)(=O)N2CCCCC2)cc1)c1ccccn1 (configuration not stated),?,-17%,6%
CNC(=O)c1sc(SC)cc1-c1ccc(Cl)cc1,?,?,2%
O=C(Nc1cccc(S(=O)(=O)N2CCCCCC2)c1)c1cncc(Br)c1,?,-25%,2%
COCCCN(C(=O)c1cc2c(s1)CCCCC2)c1c(N)n(Cc2ccccc2)c(=O)[nH]c1=O,?,-20%,1%
O=C(CCC(=O)Nc1ccc(Br)cc1)N/N=C/c1cc([N+](=O)[O-])ccc1O,?,23µM*,4%
Cc1cc(C)c2c(=O)cc(C(=O)Nc3sc4c(c3C(=O)NCC3CCCO3)CCCC4)oc2c1 (configuration not stated),-1%,-1%,-1%
OCCN1CCN(c2nc(-c3ccccc3)nc3c2oc2ccccc23)CC1,16µM*,?,1%
C[C@@H]1CN([C@H](C)CO)C(=O)c2cc(NS(=O)(=O)c3ccc(F)cc3)ccc2O[C@@H]1CN(C)Cc1ccc(Cl)c(Cl)c1,?,?,5%
O=C(Cn1c(C(=O)O)cc2ccccc21)c1ccccc1,-10%,-3%,.
CN1CCN(C(=O)c2cnn(-c3ccccc3)c2NC(=O)c2ccc(Br)cc2)CC1,-4%,13%,.
COc1ccc2c(c1)c(C(C)=O)c(C)n2-c1ccccc1,-20%,-23%,1%
O=C(Nc1ccccc1Cl)c1cc(C2CCCCN2S(=O)(=O)c2ccc(F)cc2F)on1 (configuration not stated),21µM*,16µM*,.
CC(C)c1csc(CN2CCC(C(=O)Nc3cccc(-c4ccco4)c3)CC2)n1,18µM*,?,.
CN(CC(=O)NNC(=O)c1cccnc1)S(=O)(=O)c1cc(Cl)ccc1Cl,-6%,8%,4%
O=C1NC(=O)/C(=C/c2ccccc2Cl)N1,6%,-1%,.
CC1CCCCC1NC(=O)C1CCC(CNS(=O)(=O)c2cccc3cccnc23)CC1 (configuration not stated),?,?,1%
O=C(Cn1cnc2ccccc21)N/N=C/c1ccco1,15%,-10%,?
COc1ccc(/C(N)=N/OC(=O)Cc2ccc(OC)c(OC)c2)cc1,?,?,7%
Nc1nonc1-c1nc2ccccc2n1CC(=O)N1CCN(c2ccc(F)cc2)CC1,13µM*,?,9%
CCCCN(C(=O)Cc1cccs1)c1nnc(-c2cccnc2)s1,?,?,-6%[56.1 µM]
Cc1ccccc1NC(=O)C1C2CC/C=C\CCC21 (configuration not stated),-33%,-1%,5%
O=C(COC(=O)c1ccc2c(c1)C(=O)N(Cc1ccco1)C2=O)NCC(F)(F)F,-10%,-13%,-2%

# Next entries follow:
canonical_smiles,DT40 TDP1 no CPT,TDP1 cell CPT,TDP1 block
CC1(C)Cc2c(sc3ncn4nc(-c5ccco5)nc4c23)CO1,?,?,.
O=C(NCCS(=O)(=O)N1CCN(c2ccccc2F)CC1)c1ccc(Br)cc1,3%,-25%,3%
CC(C)(C)NC(=O)NC12CC3CC(CC(C3)C1)C2,-9%,5%,6%
CCCCCc1c(C)[nH]c2nc3ccccc3n2c1=O,-13%,14%,.
COCCN(C(=O)c1snc(C(N)=O)c1N)C(C(=O)NC1CCCCC1)c1ccc(F)cc1 (configuration not stated),10%,-25%,-1%
COc1ccc2c(c1)c(N=O)c(O)n2C,?,?,0%
O=C1CCCN1CCCNS(=O)(=O)c1ccccc1,17%,-5%,4%
CCC(OC(=O)CN1C(=O)c2ccccc2C1=O)C(=O)NC1CCCC1 (configuration not stated),-1%,-25%,0%
COc1ccc(CCNC(=O)C(=O)NCC(c2ccc3c(c2)OCO3)N2CCOCC2)cc1 (configuration not stated),?,?,8%
O=C(c1cccc(N2CCCC2=O)c1)N1CCN(c2cccc(Cl)c2)CC1,3.3µM*,?,0%
Cc1cccc(NC(=O)c2ccc3oc(=O)c(S(=O)(=O)c4ccc(F)cc4)cc3c2)c1C,?,-13%,9%
Cc1csc2c(=O)n(CCO)c(=O)[nH]c12,-6%,-19%,3%
Cc1nn(-c2ccccc2)c(C)c1NC(=O)COC(=O)c1cc(Cl)ccc1O,-6%,-2%,7%
CCCn1nnc2c(=O)oc3ccccc3c21,1%,-27%,0%
CNC(=O)C(Sc1ccccc1)c1ccccc1 (configuration not stated),-6%,0%,-7%
COc1ccc(C(=O)Nc2ccc(NC(=O)C3CC3)nc2)cc1,4%,-6%,0%
CCOC(=O)Cn1c(=O)c2c(nc(N3CCCCC3)n2C)n(C)c1=O,-17%,-5%,4%
O=S1(=O)[C@H]2C[C@H](CO)O[C@@]2(CO)CN1Cc1ccc(-c2cccc(Cl)c2)cc1,?,21µM*,0%[56.1 µM]
NS(=O)(=O)c1cccc(NC(=O)COC(=O)Cc2ccc(S(=O)(=O)N3CCCCC3)s2)c1,25%,-1%,-2%
CC(C)Cn1c(=O)c2sccc2n2c(CCCC(=O)N3CCC(N4CCCCC4)CC3)nnc12,4%,-6%,-5%
C[C@@H]1CN(Cc2nc(-c3cnccn3)no2)C[C@H](C)O1,0%,-17%,?
Cc1csc(=O)n1CC(=O)OCC(=O)NCc1ccc(Cl)cc1Cl,-7%,3%,.
O=C(NCc1ccc2c(c1)OCO2)C1CC(=O)N(CCc2ccc(F)cc2)C1 (configuration not stated),2%,2%,7%
COc1ccc(/C=C(/NC(=O)c2ccco2)C(=O)NCc2ccco2)cc1OC,2%,4%,0%
COc1cccc(C2Nc3c(F)cc(Br)cc3C3C=CCC32)c1OC (configuration not stated),18µM*,16µM*,8%

# Sorted by molecular weight (ascending): some entries from above
canonical_smiles,DT40 TDP1 no CPT,TDP1 cell CPT,TDP1 block
O=C1NC(=O)/C(=C/c2ccccc2Cl)N1,6%,-1%,.
COc1ccc(/C(N)=N/OC(=O)Cc2ccc(OC)c(OC)c2)cc1,?,?,7%
CCCCN(C(=O)Cc1cccs1)c1nnc(-c2cccnc2)s1,?,?,-6%[56.1 µM]
NS(=O)(=O)c1cccc(NC(=O)COC(=O)Cc2ccc(S(=O)(=O)N3CCCCC3)s2)c1,25%,-1%,-2%

# (listing goes on)
canonical_smiles,DT40 TDP1 no CPT,TDP1 cell CPT,TDP1 block
Cc1nc2scc(-c3cccs3)c2c(=O)n1N,-28%,0%,4%
Cc1ccccc1NC(=O)Cc1nc(COC(=O)CSc2ccc(F)cc2)cs1,-9%,-23%,.
COc1ccc(N2C(=O)C3CCCN3C2c2cccc(F)c2)cc1Cl (configuration not stated),-22%,-6%,7%
CC1Cc2ccccc2N1C(=O)COC(=O)/C=C/c1ccc(F)cc1 (configuration not stated),-28%,-15%,-3%
CCC(C)NC(=O)C1c2ccccc2C(=O)N(c2ccc(OC)cc2)C1c1ccc(OC)cc1 (configuration not stated),21µM*,?,0%
CC(=O)N1CCc2cc(CNS(=O)(=O)c3ccccc3C(F)(F)F)ccc21,0%,-2%,0%
Cc1ccc2c(c1)-c1c(ssc1=S)C(C)(C)N2C(=O)CN1C(=O)c2ccccc2C1=O,?,?,11%
CCc1nnc(NC(=O)C2CCN(c3cnccn3)CC2)s1,-17%,-1%,2%
CCOc1ccc(NC(=O)c2ccco2)cc1,-27%,-23%,6%
O=C1C2C3CCC(CC3)C2C(=O)N1c1ccccc1 (configuration not stated),-11%,4%,.
CN(Cc1ccccc1)C(=O)[C@@H]1CCCN1C(=O)[C@@H]1CCCN1C(=O)c1ccccc1,-17%,-16%,.
O=C(CSC(=S)N1CCCC1)N(Cc1nnc(-c2ccccc2Cl)o1)C1CC1,2%,-18%,1%
O=C(CN1CCN(Cc2ccccc2Cl)CC1)N/N=C/c1ccccn1,?,?,5%
COC(=O)c1ccccc1NC(=O)CSc1nc(-c2ccco2)cc(C(F)(F)F)n1,4.6µM*,4.1µM*,-1%
CC(C)NC(=O)NC(=O)COC(=O)c1c2c(nc3ccccc13)CCC2,13µM*,9.2µM*,.
CC(=O)NC1=NC(=O)/C(=C/c2cc(C)n(-c3cccc(C(=O)O)c3)c2C)S1,?,2%,3.5µM*
CN1CCN(c2nc(-c3cccs3)cc(C(F)(F)F)n2)CC1,?,?,5%
C[C@@H](C(=O)NCCCCCC(=O)O)n1nnc2ccccc2c1=O,-7%,-13%,6%
Nc1c(C(=O)Nc2ccccc2Cl)c2ccccn2c1C(=O)c1ccc(Cl)cc1,-24%,-14%,3%
CC(=O)Nc1cc([N+](=O)[O-])cc(NC(C)=O)c1NC(C)=O,?,7.1µM*,.
Cc1ccc(S(=O)(=O)c2cn(C)c3cc(N4CCCC(C)C4)c(F)cc3c2=O)c(C)c1 (configuration not stated),23µM*,23µM*,5%
CC(=O)c1cccc(NC(=O)C=C(C)C)c1,1%,14%,5%
O=C(CSc1nc2ccccc2c(=O)n1-c1ccccc1Cl)NCC1CCCO1 (configuration not stated),-23%,-3%,2%
Cc1c(Cl)cccc1NC(=O)CSc1nc(=O)[nH]c2c1CCC2,-24%,-28%,3%
COc1cc(OCc2ccccc2)c2c(CCC(=O)O)cc(=O)oc2c1,-20%,-17%,.

# New compounds follow:
canonical_smiles,DT40 TDP1 no CPT,TDP1 cell CPT,TDP1 block
CC(NC(=O)NNC(=O)c1ccncc1)(C(F)(F)F)C(F)(F)F,-25%,1%,5%
Cc1ccc(CNC(=O)C(=O)NCC2OCCN2C(=O)c2ccc(Cl)cc2)cc1 (configuration not stated),?,?,3%
Cc1cc2oc(C(=O)Nc3ccc(S(=O)(=O)Nc4ncccn4)cc3)cc(=O)c2cc1Cl,4%,-15%,.
O=C(c1ccccc1)c1sc(N2CCCCCC2)nc1-c1ccccc1,15µM*,?,?
N#C/C(=N\Nc1ccc(Cl)cc1)C(N)=S,5.8µM*,5.8µM*,9%
Cc1ccccc1NC(=O)CN1C(=O)c2ccccc2C1=O,3%,5%,.
Cc1ccc(/C=N/NC(=O)CN2CCN(Cc3ccccc3)CC2)s1,-20%,12%,2%
COc1cccc2cc(-c3cc(=O)oc4cc(C)c(OCC(C)=O)cc34)oc12,-27%,?,0%
O=C(NCCC1=CCCCC1)C1CCN(S(=O)(=O)c2cccc(C(F)(F)F)c2)CC1,?,?,1%
CC(O)(Cc1cccnc1)c1cccs1 (configuration not stated),0%,9%,.
O=C(CC(=O)N/N=C\c1c(Cl)cccc1Cl)NCc1ccccc1,-25%,-22%,5%
O=C(Nc1cccc(Cl)c1)c1ccc(=O)[nH]n1,-3%,11%,.
Cc1nnc(C)n1/N=C/c1ccccc1,1%,1%,1%
CCOC(=O)N1CCN(c2nc(-c3cccs3)nc3ccccc23)CC1,15µM*,23µM*,.
COc1ncc2nc(-c3cccs3)c(=O)n(CCC#N)c2n1,3%,1%,.
CC(C)(C)c1ccc(OCc2cc(=O)n3c4c(sc3n2)CCCC4)cc1,5%,0%,4%
CCOC(=O)c1cccc(NC(=O)CSc2cc(=O)n(C)c3ccccc23)c1,?,21µM*,-2%
COc1cc(=O)n2c(c1C(=O)N(C)Cc1ccsc1)CCN(Cc1cnn(C)c1C)CC2,-5%,0%,.
CCOC(=O)[C@@H](C)N(Cc1ccc(OC)cc1)S(=O)(=O)N(Cc1ccccc1)[C@H](C(=O)OC)C(C)C,-93%&-105%,?,-2%
Cc1cc2oc(C(=O)N(Cc3ccco3)Cc3ccccc3Cl)c(C)c2cc1C,15µM*,?,1%
CCN(CC)S(=O)(=O)c1ccc2c(c1)c(=O)c(C(=O)NCCc1ccc(OC)c(OC)c1)cn2C,?,18µM*,-9%
CC(C)(C)C1=CC(=O)C(=O)C(C(C)(C)C)=C1,1.3µM*,0.65µM*,-3%
CC(c1ccccc1)N1C(=O)c2ccccc2C1(O)Cc1ccccc1 (configuration not stated),?,?,-5%
Cc1[nH]nc2c1C(c1cccc(OC(=O)N3CCOCC3)c1)C(C#N)=C(N)O2 (configuration not stated),-6%,5%,6%
Cc1cc(N2CCN(C)CC2)nc2ccc(NC(=O)Nc3ccc(F)cc3F)cc12,-75%,?,3%
CSc1ncc2ncn(C3OC(CO)C(O)C3O)c2n1 (configuration not stated),-19%,9%,3%

# Compound activity: PubChem BioAssay, National Center for Advancing Translational Sciences (NCATS)
